C diff growth – C. difficile growth inhibitors, primary screen, HTS; actives 0.25% (n = 86,000); growth activity, negative = inhibition, % at 16 µg/mL (by protocol); Clostridium difficile clinical isolate growth, OD600, 24 h; active compounds read low;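 active = mean growth activity at or below -80% and every replicate also at or below -80%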;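 also: 0% = DMSO wells and -100% = levofloxacin 16 µg/mL wells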
Pf Dd2 growth – P. falciparum Dd2 growth inhibitors, primary screen, SYBR Green fluorescence, single dose replicates; 72 h; active compounds read low; activity change, % at 10 µM; actives 2.3% (n = 94,000); in the data active = activity change below about -80%
T cruzi growth – T. cruzi intracellular proliferation inhibitors, primary screen, cell-based, beta-gal Tulahuen parasites, NIH3T3 host, luminescence; T. cruzi beta-gal in NIH3T3, GalScreen luminescence, 90 h; inhibition, % at 8.34 µM; actives 5.9% (n = 77,000);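 active = mean inhibition above about 93%, with at least 55% of replicates each passing it, limit read from the data, passing the limit was not always enough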
GASC1 inh – inhibitors of GASC-1 (KDM4C) histone demethylase, primary screen, biochemical, single concentration HTS | Lysine-specific demethylase 4C (Homo sapiens), Q9H3R0 | GST-KDM4C 2-372, H3K9me3 peptide, LANCE TR-FRET | inhibition, % at 12.5 µM | actives 0.15% (n = 96,000) | AID 720574, 2013;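 active = mean replicate inhibition above about 25%, with at least 55% of replicates also reaching it, limit read from the data, passing the limit was not always enough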
Target sequence (Q9H3R0 2-372 limits assumed): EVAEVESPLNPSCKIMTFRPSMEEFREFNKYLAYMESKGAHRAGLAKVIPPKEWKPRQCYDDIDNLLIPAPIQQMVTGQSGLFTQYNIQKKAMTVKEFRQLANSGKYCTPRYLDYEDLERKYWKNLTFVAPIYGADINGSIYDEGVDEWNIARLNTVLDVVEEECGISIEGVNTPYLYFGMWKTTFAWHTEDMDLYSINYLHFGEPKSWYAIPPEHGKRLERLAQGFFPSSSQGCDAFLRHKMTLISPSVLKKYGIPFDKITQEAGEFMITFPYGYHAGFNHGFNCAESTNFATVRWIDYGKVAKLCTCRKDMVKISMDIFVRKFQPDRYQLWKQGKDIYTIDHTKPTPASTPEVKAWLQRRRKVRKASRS
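System – N-terminal GST-fused human GASC-1 (KDM4C) fragment, residues 2-372 · Input – enzyme final amount 10 nM · Technique – LANCE TR-FRET, Eu antibody, ULight-streptavidin, EDTA, ex 340 nm, em 618/671 nm · Medium – HEPES buffer, pH 7.5, plus ascorbate · Incubation – enzyme reaction 30 min, then detection 60 min, both room temperature · Reagent – H3K9me3 peptide with Fe(II)/2OG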
* = called active by the depositor; . = not tested or not shown; & = joins results of further samples; ! = not confirmed by another sample. The order is random. About 7.3% of those tested had a hit in this group.

(1) COc1ccccc1-c1ccc2c(c1)O[C@H](CN(C)S(=O)(=O)c1ccccc1)[C@@H](C)CN([C@@H](C)CO)S2(=O)=O
(2) C[C@H]1CCCCO[C@@H](CN(C)C(=O)c2ccncc2)[C@@H](C)CN([C@@H](C)CO)C(=O)c2cc(NS(=O)(=O)c3ccc(Cl)cc3)ccc2O1
(3) COc1ccc(NC(=O)Nc2cccc3c2O[C@H](CN(C)C(=O)Nc2ccc(C(F)(F)F)cc2)[C@@H](C)CN([C@H](C)CO)C3=O)cc1
(4) CC(C)(C)[S@](=O)N1Cc2cc(C(=O)NCc3ccccc3F)nc(-c3cccc(-c4cncnc4)c3)c2[C@@H]1CCO
(5) O=C(Nc1cccc(F)c1)N1C[C@@H]2N[C@H](C1)C2c1ccc(-c2ccccc2F)cc1 (some centres not stated)
(6) C[C@@H]1CN([C@H](C)CO)C(=O)c2cc(-c3ccccc3)cnc2O[C@H]1CN(C)C(=O)Cc1cccnc1
compound no.	1	2	3	4	5	6
C diff growth	6.6	.	21.4	.	68.6&16.8	.
Pf Dd2 growth	-56.3	-57.8	-30.0	-58.8	23.4&-44.4	8.3
T cruzi growth	92.9*	34.1	.	82.2	.	34.3
GASC1 inh	.	0.1	-0.7	.	0.9&-12.4	-0.8

(7) O=C(C[C@H]1C[C@H]2c3cc(NS(=O)(=O)c4ccc(F)cc4)ccc3O[C@H]2[C@H](CO)O1)NCc1cccnc1
(8) C[C@@H]1CCCCO[C@@H](CN(C)C(=O)Nc2ccccc2)[C@@H](C)CN([C@H](C)CO)C(=O)c2cc(N(C)C)ccc2O1
(9) Cc1noc(C)c1S(=O)(=O)Nc1ccc2c(c1)C(=O)N([C@H](C)CO)C[C@H](C)[C@@H](CN(C)C(=O)c1ccncc1)OCCCC[C@H](C)O2
(10) C[C@H]1CCCCO[C@H](CN(C)C(=O)CCCN(C)C)[C@@H](C)CN([C@@H](C)CO)C(=O)c2cc(NC(=O)NC3CCCCC3)ccc2O1
(11) Cc1noc(C)c1NC(=O)N(C)C[C@H]1OCCCC[C@H](C)Oc2ccc(NS(=O)(=O)c3cccs3)cc2C(=O)N([C@@H](C)CO)C[C@@H]1C
(12) CN(C)C(=O)c1cccc(-c2ccc(C3[C@H]4CNC[C@@H]3N4Cc3ccccn3)cc2)c1 (some centres not stated)
compound no.	7	8	9	10	11	12
C diff growth	-6.1	0.3&-6.9	10.1	-0.1	14.7	-8.2&-7.3
Pf Dd2 growth	31.2	6.6&-48.6	17.2	16.1	-5.0	25.6&20.8
T cruzi growth	-10.9	56.9&76.9	-6.2	40.7	11.3	.
GASC1 inh	-2.2	-0.4	-0.3	3.1	2.8	1.4&1.8

(13) O=C(C[C@H]1CC[C@@H](NC(=O)C2CC2)[C@@H](CO)O1)Nc1nccs1
(14) CN(C)C(=O)c1ccc(-c2ccc(C3[C@@H]4CN(Cc5ccc6c(c5)OCO6)C[C@H]3N4)cc2)cc1 (some centres not stated)
(15) C[C@H]1CN([C@@H](C)CO)S(=O)(=O)c2ccc(-c3cncnc3)cc2O[C@@H]1CN(C)C(=O)C1CC1
(16) C[C@H](CO)N1C[C@H](C)[C@@H](CN(C)C(=O)Cc2cccnc2)Oc2ncc(C3=CCCCC3)cc2C1=O
(17) C[C@@H]1CCCCO[C@@H](CN(C)C)[C@@H](C)CN([C@H](C)CO)C(=O)c2cc(NC(=O)CCCN(C)C)ccc2O1
(18) C[C@@H]1CN([C@@H](C)CO)C(=O)Cc2cc(NS(=O)(=O)c3ccccc3)ccc2O[C@@H]1CN(C)S(C)(=O)=O
compound no.	13	14	15	16	17	18
C diff growth	0.5	-5.2&-0.4	-3.4	3.5	-3.2	-8.2
Pf Dd2 growth	11.0	-81.7*!	0.2	-16.3	40.8	33.0
T cruzi growth	.	.	-31.2	65.5	85.0	35.5
GASC1 inh	0.2	1.8&0.4	0.4	1.3	-0.6	0.0

(19) C[C@@H]1CN([C@@H](C)CO)C(=O)Cc2cc(NS(=O)(=O)c3ccc(Cl)cc3)ccc2O[C@H]1CN(C)S(=O)(=O)c1ccccc1
(20) C[C@@H]1CN([C@H](C)CO)C(=O)Cc2cc(NS(C)(=O)=O)ccc2O[C@@H]1CN(C)S(=O)(=O)c1ccc(F)cc1
(21) C[C@H]1CN([C@@H](C)CO)C(=O)c2cc(NC(=O)Nc3ccccc3)ccc2O[C@@H]1CN(C)S(=O)(=O)c1cccs1
(22) COc1cccc(S(=O)(=O)N[C@@H]2CC[C@H](CC(=O)NCc3ccncc3)O[C@@H]2CO)c1
(23) C[C@H]1CN([C@@H](C)CO)C(=O)c2cccc(NC(=O)c3cnccn3)c2O[C@@H]1CN(C)Cc1ccc(-c2ccccc2)cc1
(24) O=C(Nc1ccc(F)cc1)Nc1ccc2c(c1)[C@H]1C[C@H](CC(=O)N3CCOCC3)O[C@H](CO)[C@H]1O2
compound no.	19	20	21	22	23	24
C diff growth	2.6	4.9	9.6	.	52.0	1.5
Pf Dd2 growth	-17.1	11.5	23.9	3.3	-34.2	-0.6
T cruzi growth	24.2	5.7	8.4	-0.9	96.9	8.5
GASC1 inh	-0.8	-0.8	2.8	-0.8	0.5	4.2

(25) O=C(NCC[C@H]1CC[C@H](NC(=O)C2CCCCC2)[C@H](CO)O1)c1cnccn1
(26) C[C@H]1CN([C@@H](C)CO)C(=O)c2cc(NC(=O)Cn3cnnn3)ccc2O[C@H]1CN(C)CC1CCCCC1
(27) C[C@H](CO)N1C[C@H](C)[C@H](CN(C)Cc2ccc(C(=O)Nc3ccccc3N)cc2)Oc2ccc(NS(=O)(=O)c3ccc(Cl)cc3)cc2C1=O
(28) C[C@H](NC(=O)C[C@@H]1C[C@H]2c3cc(NC(=O)NC4CCCC4)ccc3O[C@H]2[C@H](CO)O1)c1ccccc1
(29) Cc1noc(C)c1NC(=O)N(C)C[C@@H]1OCCCC[C@H](C)Oc2ccc(NS(=O)(=O)c3ccc(Cl)cc3)cc2C(=O)N([C@@H](C)CO)C[C@H]1C
(30) COc1ccccc1C#Cc1cnc2c(c1)C(=O)N([C@H](C)CO)C[C@@H](C)[C@@H](CN(C)C(C)=O)O2
compound no.	25	26	27	28	29	30
C diff growth	1.4	3.4	1.8	.	-6.3	4.3
Pf Dd2 growth	-10.9	34.6	-60.4	-24.9	-15.0	6.2
T cruzi growth	.	28.0	76.2	22.2	-44.1	47.5
GASC1 inh	22.6	4.8	3.6	-0.6	1.3	-3.6

(31) C[C@H]1CCCCO[C@H](CN(C)Cc2ccncc2)[C@@H](C)CN([C@@H](C)CO)C(=O)c2cc(NS(=O)(=O)c3ccc(F)cc3)ccc2O1
(32) O=C(C[C@@H]1CC[C@H]2[C@@H](COC[C@H](O)CN2C(=O)Nc2ccc(Cl)cc2)O1)NCc1ccncn1
(33) COc1ccccc1-c1ccc(C2[C@@H]3CN(S(=O)(=O)c4ccccc4C)C[C@H]2N3)cc1 (some centres not stated)
(34) CCC(=O)N(C)C[C@H]1Oc2cc(C#CCC3CCCC3)ccc2S(=O)(=O)N([C@H](C)CO)C[C@@H]1C
(35) COc1ccc(NC(=O)Nc2ccc3c(c2)C(=O)N([C@H](C)CO)C[C@@H](C)[C@@H](CN(C)S(=O)(=O)c2ccc(C)cc2)O3)cc1
(36) C[C@@H]1CN([C@@H](C)CO)C(=O)Cc2cc(NC(=O)Nc3ccccc3)ccc2O[C@@H]1CN(C)S(=O)(=O)c1ccccc1
compound no.	31	32	33	34	35	36
C diff growth	-1.6	.	49.7&22.6	11.9	19.7	21.3
Pf Dd2 growth	12.5	-2.8	-21.2&-26.8	-35.5	12.8	-32.8
T cruzi growth	.	35.1	.	75.4	48.5	-32.8
GASC1 inh	0.0	-1.2	-3.5&-1.8	-1.1	-3.1	-1.2

(37) C[C@H](CO)N1C[C@H](C)[C@@H](CN(C)Cc2ccc(-c3ccccc3)cc2)Oc2ncc(-c3cccnc3)cc2C1=O
(38) O=C(N[C@@H]1CC[C@H](CCNS(=O)(=O)Cc2ccccc2)O[C@@H]1CO)c1cnccn1
(39) Cc1noc(C)c1S(=O)(=O)Nc1ccc2c(c1)C(=O)N([C@H](C)CO)C[C@H](C)[C@@H](CN(C)C(=O)C1CCCCC1)OCCCC[C@@H](C)O2
(40) C[C@@H]1CN([C@H](C)CO)C(=O)c2cc(NC(=O)Nc3ccc(F)cc3)ccc2O[C@H]1CN(C)CC1CCCCC1
(41) COc1cccc(NC(=O)N(C)C[C@@H]2OCc3ccccc3-c3ccccc3C(=O)N([C@H](C)CO)C[C@H]2C)c1
(42) CCS(=O)(=O)Nc1ccc2c(c1)C(=O)N(C)C[C@H](OC)[C@H](C)CN(CC1CCCCC1)[C@H](C)CO2
compound no.	37	38	39	40	41	42
C diff growth	5.6	.	-5.6	2.1	-0.6	.
Pf Dd2 growth	-72.4	1.7	-22.4	-2.6	-0.2	.
T cruzi growth	.	-59.2	23.2	-7.4	1.0	-5.9
GASC1 inh	1.3	-1.0	-0.9	0.6	0.5	0.2

(43) CO[C@@H](CN(C)Cc1nccs1)[C@@H](C)CN([C@@H](C)CO)S(=O)(=O)c1ccc(F)cc1
(44) C[C@H](CO)N1C[C@H](C)[C@H](CN(C)S(=O)(=O)c2ccccc2)Oc2ncc(C#CC3(O)CCCC3)cc2C1=O
(45) CCN1[C@H](C(=O)NCc2ccccn2)[C@@H](CO)[C@@H]2Cn3c(ccc(C4=CCCC4)c3=O)[C@@H]21
(46) CCCNC(=O)N1C[C@H](C)[C@H](OC)CN(C)C(=O)c2cc(NS(C)(=O)=O)ccc2OC[C@@H]1C
(47) CO[C@H]1CN(C)C(=O)c2cc(NC(C)=O)ccc2OC[C@@H](C)N(C(=O)c2ccccn2)C[C@@H]1C
(48) C/C=C/c1ccc(C2[C@H]3CNC[C@@H]2N3S(=O)(=O)c2ccccc2OC)cc1 (some centres not stated)
compound no.	43	44	45	46	47	48
C diff growth	.	-5.2	0.1	-6.2	-2.4	-10.0&13.2
Pf Dd2 growth	20.3	9.4	8.3	6.3	10.2	7.0&15.0
T cruzi growth	13.4	19.5	47.1	38.4	-1.8	.
GASC1 inh	3.1	-0.6	22.9	0.5	1.4	0.7&-1.1

(49) COc1ccc(C#Cc2ccc([C@H]3[C@H]4CN(S(=O)(=O)c5ccccc5)CCCCN4[C@H]3CO)cc2)cc1
(50) Cn1cnc(S(=O)(=O)N2C[C@H](O)COC[C@@H]3O[C@@H](CC(=O)NCc4cc(F)cc(F)c4)CC[C@H]32)c1
(51) C[C@H]1CN([C@@H](C)CO)C(=O)c2cc(NC(=O)Cc3cn(C)c4ccccc34)ccc2O[C@H]1CN(C)S(=O)(=O)c1ccc(Cl)cc1
(52) CNC[C@@H]1Oc2c(NC(=O)C3CC3)cccc2C(=O)N([C@@H](C)CO)C[C@H]1C
(53) C[C@@H]1CN([C@@H](C)CO)S(=O)(=O)c2ccc(C3=CCCC3)cc2O[C@H]1CN(C)S(=O)(=O)c1cn(C)cn1
(54) C[C@@H](NC(=O)C[C@H]1C[C@H]2c3cc(NS(C)(=O)=O)ccc3O[C@H]2[C@H](CO)O1)c1ccccc1
(55) COc1ccc(NC(=O)N(C)C[C@H]2Oc3ccc(NC(=O)Cn4cnnn4)cc3CC(=O)N([C@@H](C)CO)C[C@H]2C)cc1
compound no.	49	50	51	52	53	54	55
C diff growth	2.0	.	2.5	.	-1.5	1.3	-3.5
Pf Dd2 growth	-46.0	3.6	-49.7	10.6	-24.2	-10.8	-42.7
T cruzi growth	106.9*	-41.4	76.5	-2.8	-97.8	.	-16.7
GASC1 inh	-1.4	0.1	2.2	2.5	-0.1	-0.5	0.5

Some of the entries so far, with tabs:
#	molecule	C diff growth	Pf Dd2 growth	T cruzi growth	GASC1 inh
49	COc1ccc(C#Cc2ccc([C@H]3[C@H]4CN(S(=O)(=O)c5ccccc5)CCCCN4[C@H]3CO)cc2)cc1	2.0	-46.0	106.9*	-1.4
50	Cn1cnc(S(=O)(=O)N2C[C@H](O)COC[C@@H]3O[C@@H](CC(=O)NCc4cc(F)cc(F)c4)CC[C@H]32)c1	.	3.6	-41.4	0.1
51	C[C@H]1CN([C@@H](C)CO)C(=O)c2cc(NC(=O)Cc3cn(C)c4ccccc34)ccc2O[C@H]1CN(C)S(=O)(=O)c1ccc(Cl)cc1	2.5	-49.7	76.5	2.2
52	CNC[C@@H]1Oc2c(NC(=O)C3CC3)cccc2C(=O)N([C@@H](C)CO)C[C@H]1C	.	10.6	-2.8	2.5
53	C[C@@H]1CN([C@@H](C)CO)S(=O)(=O)c2ccc(C3=CCCC3)cc2O[C@H]1CN(C)S(=O)(=O)c1cn(C)cn1	-1.5	-24.2	-97.8	-0.1
54	C[C@@H](NC(=O)C[C@H]1C[C@H]2c3cc(NS(C)(=O)=O)ccc3O[C@H]2[C@H](CO)O1)c1ccccc1	1.3	-10.8	.	-0.5
